Bioassay records as filed in PubChem BioAssay.
mcGAS RapidFire – blocks mouse cGAS cGAMP production; Q8C6L5; recombinant mouse cGAS, cGAMP by RapidFire MS; inhibition, % at 12.5 µM; hit rate 0.18% among 130,000; AID 1259397;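 active = inhibition of cGAS enzyme activity at or above 60%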;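 also: enzyme stimulated by 45 bp dsDNA with ATP and GTP substrates; cGAMP share of summed cGAMP plus half ATP and half GTP signals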
Target sequence (Q8C6L5 whole entry, looked up): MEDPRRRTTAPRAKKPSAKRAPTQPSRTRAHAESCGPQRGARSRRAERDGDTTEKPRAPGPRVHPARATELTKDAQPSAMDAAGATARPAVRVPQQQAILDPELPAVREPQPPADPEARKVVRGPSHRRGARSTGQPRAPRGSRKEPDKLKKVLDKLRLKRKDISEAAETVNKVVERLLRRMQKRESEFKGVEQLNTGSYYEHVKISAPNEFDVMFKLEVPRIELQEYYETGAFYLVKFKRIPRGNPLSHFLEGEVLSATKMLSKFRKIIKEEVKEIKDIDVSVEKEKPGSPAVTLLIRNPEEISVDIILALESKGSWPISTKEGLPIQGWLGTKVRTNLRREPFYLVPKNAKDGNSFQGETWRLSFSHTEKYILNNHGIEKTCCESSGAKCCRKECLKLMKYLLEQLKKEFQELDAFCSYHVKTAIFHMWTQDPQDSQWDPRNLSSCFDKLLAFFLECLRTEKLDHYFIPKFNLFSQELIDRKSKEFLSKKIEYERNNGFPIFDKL
* marks the source's active call; other numbers are inactive results. Only part of the results is shown. The share of hits here may be higher or lower than overall.

smiles | mcGAS RapidFire
Cc1cc(N2CCOC(CN)C2)nc(-c2ccccc2)n1 (configuration not stated) | -17
COCc1cc(C)nc2sc3c(c12)N1C(=O)c2ccccc2C1NC3=O (configuration not stated) | -4
COc1ccc(CCNS(=O)(=O)c2ccc3c(c2)CC(=O)N3C)cc1OC | 3
CCCNC(=O)C(C)NC(=O)c1cc(S(=O)(=O)N(C)C)ccc1C (configuration not stated) | 1
Cc1ccc2nc(N3C(=O)CCC3=O)sc2c1 | 5
COc1ccc(CNC(=O)CCC2CCCN(C(=O)/C=C/c3cnc[nH]3)C2)c(OC)c1 (configuration not stated) | -7
CN1Cc2cc(-c3cc(NCCO)nc4[nH]ccc34)ccc2NC1=O | 2
CC(C)(C)n1nc(C2CC2)cc1C(=O)NCC1Cc2ccccc2O1 (configuration not stated) | -4
CC(=O)Nc1ccc(C(=O)CSc2nnc(-c3ccco3)n2C)cc1 | -2
Cc1[nH]c(=O)c(C#N)c(C)c1CCc1nc(-c2ccccn2)no1 | -4
Cc1ccc(S(=O)(=O)NC(=O)c2ccccc2)cc1C(C)C | -5
CNC(=O)[C@@H]1C[C@H](N)CN1C(=O)c1cc(-c2ccccc2)nc2ccccc12 | -26
CC(C)CC1c2[nH]c3ccccc3c2CCN1Cc1cccnc1 (configuration not stated) | -12
CN(CCc1ccccn1)C(=O)c1cc(CN2CCOCC2)on1 | -8
Cc1cc(C)n2nc(SCc3cc(=O)n4cc(Br)ccc4n3)nc2n1 | -7
O=S(=O)(/C=C/c1ccccc1)NCCSCc1ccccc1 | -2
COCCN(Cc1cnn(C)c1)C(=O)c1c(F)ccc(OC)c1F | -30
O=C(c1cc2n(n1)CCN(C(=O)C1COCCO1)C2)N1CCCC1 (configuration not stated) | -15
CCOC(=O)c1c(C)oc(N)c1C#N | -7
Fc1ccc(-n2c(-c3ccncc3)n[nH]c2=S)cc1 | 15
COc1ccc(OC)c(C2CCCN2Cc2cc(C#N)ccc2F)c1 (configuration not stated) | 0
COc1cccc(C(=O)N2CCC(Cc3nncn3C)CC2)c1OC | -4
c1ccc(OCCn2c3ccccc3c3nc4ccccc4nc32)cc1 | 3
Cc1ccnc(SCCn2c(N3CCOCC3)nc3c2c(=O)[nH]c(=O)n3C)n1 | -1
O=C(Cc1ccccc1)OCC(=O)N1CCc2ccccc21 | -4

Three entries out of the list above, arranged by the number in mcGAS RapidFire, largest number first:
compound | mcGAS RapidFire
COc1ccc(OC)c(C2CCCN2Cc2cc(C#N)ccc2F)c1 (configuration not stated) | 0
COCc1cc(C)nc2sc3c(c12)N1C(=O)c2ccccc2C1NC3=O (configuration not stated) | -4
Cc1cc(N2CCOC(CN)C2)nc(-c2ccccc2)n1 (configuration not stated) | -17

Continuation.
smiles | mcGAS RapidFire
CCOc1ccc2ccccc2c1C(=O)N1CCN(c2ncnc3c2nnn3C)CC1 | 3
CCC1COCCN1C(=O)NC1CCCCC1n1cccn1 (configuration not stated) | -4
Cc1ccc(OCC(=O)N2CC(C(N)=O)Oc3ccccc32)c(C)c1 (configuration not stated) | -2
Oc1c(Cl)cc(Cl)cc1C=NNc1nc2ccccc2s1 | -9
CC1Oc2ccc(-c3cccc(F)c3)cc2N(CCO)C1=O (configuration not stated) | -19
Cc1cn2c3c(=O)[nH]c(=O)n(C)c3nc2n1-c1ccc(Cl)cc1 | 5
Cn1cc(NC(=O)C2(c3cccc(Cl)c3)CCC2)cn1 | 3
O=C(Cn1cnc2c(nnn2-c2ccc(F)cc2)c1=O)N1CCCC1 | 7
CCCc1ccccc1NC(N)=S | -13
Cc1ccc(CN(C(=O)c2ccc3c(c2)ncn3CCO)C2CCCC2)s1 | -23
COc1ccccc1OCCN1CCC(C(=O)NC(c2ccc(Cl)cc2)c2ccccn2)CC1 (configuration not stated) | -5
CCn1nnc2c(N(C)Cc3ccccc3)ncnc21 | -10
C/C(=C/C(=O)N(CCC#N)CCC#N)c1ccccc1Cl | -2
CCOC(=O)N1CCC(N2CCN(CC3CCCCC3)C(CCO)C2)CC1 (configuration not stated) | -1
O=C1CCCN1c1ccc(CN2C(=O)c3cc(Br)ccc3S2(=O)=O)cc1 | 0
CCCC(=O)Nc1c(C)nc2ccc(C)cn2c1=O | 13
CC(C)Sc1ccc(C(C)NC(=O)C2CCOC2)cc1 (configuration not stated) | -20
O=C1CCc2cc(-c3cccc4ccnn34)ccc21 | -23
CC(C)C(=O)Nc1ccc(-c2nnnn2C2CC2)cc1 | -3
N#Cc1cccc(NC(=O)CCc2ccccc2F)c1 | -12
CC(C)(C)CN1CCCC2(CCN(C(=O)c3cn4cc(Cl)ccc4n3)C2)C1 (configuration not stated) | -9
COc1cc(OC)cc(C(=O)OC(C)C(=O)NC(C)c2ccc(F)cc2)c1 (configuration not stated) | 4
CCCn1cc(C(=O)N2CCNCC2C(=O)N2CCOCC2)c(C)n1 (configuration not stated) | -13
COc1ccc(OC)c(NC(=NS(=O)(=O)c2ccc(C)cc2)Nc2nc(C)cc(C)n2)c1 | 1
CNC(=O)C(C)S(=O)(=O)Cc1nnnn1Cc1ccccc1 (configuration not stated) | -7
CC[C@@H](C(=O)C(C)[C@@H](O)[C@H](C)CCc1ccc(C)c(O)c1C(=O)O)C1OC(CC)(C2CC[C@](O)(CC)[C@H](C)O2)C[C@@H]1C (some centres not stated) | -7
CCOC(=O)C1(C)CCCCN1C(=O)c1ccco1 (configuration not stated) | -1
c1csc(CCNc2nnc(SC3CCCC3)s2)c1 | -5
CCN=c1scc(-c2ccc(OC)cc2OC)n1/N=C1\CC(C)CC(C)(C)C1 (configuration not stated) | 4
COc1ccc(-c2csc3nc(C)nc(NC4CC4)c23)cc1OC | -3
COCCNC(=O)C1CCCN(C2CCN(c3nccnc3C)CC2)C1 (configuration not stated) | -4
Cc1cc(CNCc2c(C(=O)N(C)Cc3ccccc3)nc3ccccn23)nn1C | -16
Cc1ccsc1C(=O)N1CCCC(CO)(Cc2ccccc2)C1 (configuration not stated) | 0
C=c1ccc(F)cc1=C1N=C(OC)N=C(OC)N1 | 0
CC(C)(C)c1ccc(Cc2nnc(SCc3cccc(F)c3)[nH]c2=O)cc1 | -1
CN(Cc1ccccc1F)S(=O)(=O)c1ccc(F)c2ncccc12 | 3
COc1ccc(F)c(-c2nc(CN3CCCCC3c3nc4ccccc4[nH]3)c(C)o2)c1 (configuration not stated) | -6
CCc1[nH]c2ccc(CNC(=O)C3CCCCCN3C)cc2c1C (configuration not stated) | 10
NCCCCCC(=O)O | -6
CN(CCOc1ccc(Cl)cc1)C(=O)Cn1cnc2ccccc2c1=O | -4
Cc1cccc(NC(=O)CNC2CCN(Cc3ccccc3)C2)c1C (configuration not stated) | -21
Cc1ccc(NC(=O)C2CCCN2S(C)(=O)=O)c(C)c1 (configuration not stated) | -4
Cc1cc(C)cc(C(=O)N2CCc3c(sc4ncnc(N)c34)C2)c1 | -8
CCOc1nn(CC)cc1C(=O)N1CCC(C(=O)OC)CC1 | -17
O=C(c1cnn2ccccc12)N(CCN1CCOCC1)Cc1ccco1 | -16
COCCCNC(=O)C(=O)Nc1ccc(C)cc1C | 1
COCC(=O)Nc1cccc(C(=O)N2CCC3(CCCN(C)C3=O)C2)c1 (configuration not stated) | -7
FC(F)Oc1ccc(Br)cc1C=C1CCC=C1N1CCOCC1 | -8
CC(C)CN(c1cccc(O)c1)S(=O)(=O)c1ncn(C)c1Cl | -9
Cc1ccc(C(N)=O)c(-c2ccc(C(C)N(C)C)cc2)n1 (configuration not stated) | 10

Next section:
smiles | mcGAS RapidFire
Cc1noc(C)c1COc1ccccc1N1CCCC(C)C1 (configuration not stated) | -2
CCn1nccc1C(=O)NC1=C(C#N)CCC1 | -9
c1ccc(CCNCc2nc(-c3ccco3)no2)nc1 | 0
CCOc1ccc(C(=O)N2CC[C@@H](c3sccc3C)[C@H](O)C2)o1 | -12
Cc1nn(C)cc1CN(C)C(=O)c1cccc(Cl)c1 | -8
O=C(c1cn(-c2ccccc2)nn1)N1CCC(C(O)c2ccccn2)CC1 (configuration not stated) | -19
COc1ccc(OC)c(-c2ncc(C)cc2Cl)c1 | -28
CCc1nn2c(=O)cc(CSc3nnc(C4CC4)o3)nc2s1 | -6
O=S1(=O)CCC(N2CCN(c3ncnc4cc(-c5ccc(F)cc5)sc34)CC2)C1 (configuration not stated) | 3
CCC(=O)OC1(C)CC2CC(CN(C(=O)C3CCCCC3)C2)C1 (configuration not stated) | -10
CC(C)N(Cc1nccn1C)C(=O)c1cc(COc2ccc3c(c2)CCCC3)on1 | -12
C#CCn1c(=NC(=O)CS(=O)(=O)c2ccc(OC)cc2)sc2c(OC)ccc(OC)c21 | -4
CC1(C)CC(=O)C=C(C(=O)N2CCCC(CO)(CCOc3ccccc3)C2)O1 (configuration not stated) | -4
O=C(c1cccc(C(F)(F)F)c1)N1CCCC(CO)(CCOc2ccccc2)C1 (configuration not stated) | -5
O=C(NNC(=O)c1ccco1)c1ccc(Cl)c(S(=O)(=O)N2CCCCCC2)c1 | -2
CCc1noc(C)c1C(=O)Nc1cc(Cl)ccc1-n1cncn1 | -20
O=c1oc2ccccc2cc1-c1nnc(Nc2ccc(Oc3ccc4ccccc4c3Cl)c(Cl)c2)s1 | -10
Cc1cc(C)c(NC(=O)C(=O)NCCCCN2CCOC(c3ccccc3)C2)c(C)c1 (configuration not stated) | -6
O=C1CC(NS(=O)(=O)N2CCOCC2)CN1CCc1ccccc1 (configuration not stated) | -4
CC(C)c1nnc2sc(CC3CN(C(C)C)CCO3)nn12 (configuration not stated) | -7
Cc1ccc(-n2c(C)cc(C3=NN=C(N)SC3)c2C)cc1C | -7
Cc1ccc(-c2nn(-c3ccccc3)cc2C2CC(=O)Nc3[nH]ncc32)o1 (configuration not stated) | -7
Cc1ccc2[nH]c(CCC(=O)NCc3c(C)noc3C)nc2c1C | -14
N#Cc1ccc(S(=O)(=O)NCCc2ccccn2)cc1 | -3
O=C(c1n[nH]c2ccccc12)N1CCCC(c2[nH]ncc2-c2ccccc2)C1 (configuration not stated) | -19

3 entries picked at random from those above, as already listed:
smiles | mcGAS RapidFire
CCC(=O)OC1(C)CC2CC(CN(C(=O)C3CCCCC3)C2)C1 (configuration not stated) | -10
Cc1noc(C)c1COc1ccccc1N1CCCC(C)C1 (configuration not stated) | -2
COc1ccc(OC)c(-c2ncc(C)cc2Cl)c1 | -28

Next part.
smiles | mcGAS RapidFire
COc1cccc(OC)c1C(=O)ON=C(N)c1ccncc1 | 3
CN(CCCn1cccn1)Cc1ccnc2ccccc12 | -13
Cc1c(C(=O)N(C)Cc2ccc(O)cc2)oc2c1C(=O)CC(C)(C)C2 | -5
CC(=O)N1CCN(C(=O)C(C)N2CCC(Oc3cccnc3)C2)CC1 (configuration not stated) | -9
Cc1cc(C)cc(C(=O)NCC(=O)Nc2ncccc2C)c1 | -6
CCC(C)Cc1c(C)sc2nc(CN3CCC(C)CC3)[nH]c(=O)c12 (configuration not stated) | -3
COCCn1c(SCC(=O)c2ccccc2)nc2c1c(=O)[nH]c(=O)n2C | -5
Cc1cc(C)n2ncc(CN3CCC(NS(C)(=O)=O)CC3)c2n1 | -1
O=C(Nc1cccs1)N1CCn2cccc2C1c1ccccc1 (configuration not stated) | -7
COc1cc(OC)cc(N2C(=O)N(Cc3cccc(Cl)c3)c3ccccc3S2(=O)=O)c1 | -6
O=C(O)CCCC[C@H]1[C@H]2NC(=O)N[C@H]2CS1(=O)=O | -7
Cn1cccc1C1CCCN1C(=O)c1cccc(O)c1 (configuration not stated) | -2
O=C(CC1Sc2ccccc2NC1=O)Nc1nc2ccccc2s1 (configuration not stated) | -5
CCCc1nc(N2CCC3(CC2)CN(C)C(=O)O3)c2cnn(C)c2n1 | -8
CCOC(=O)c1[nH]c(COC(=O)CN2C(=O)C3CCCCC3C2=O)c(C(=O)OCC)c1C (configuration not stated) | -7
N#Cc1ccsc1NC(=O)CCN1CCCC1c1ccc(F)cc1 (configuration not stated) | -14
S=c1[nH]nc(-c2ccccc2Cl)n1N=Cc1ccc2c(c1)OCCO2 | -5
COc1cc(NC(=O)c2cc(-c3ccccc3)nc3onc(C)c23)cc(OC)c1OC | 3
Cc1cc(S(=O)(=O)N(C)C)cc(NC(=O)c2c(F)cccc2F)c1C | -9
COc1cc(CN2C(=O)C(C)ON=C2c2ccc(N(C)C)cc2)cc(OC)c1 (configuration not stated) | -3
Cc1csc(NC(=O)CSc2nc(-c3ccco3)nc3c2c(=O)n(C)c(=O)n3C)n1 | 4
O=C(Nc1cc(OCC(F)(F)F)cc(OCC(F)(F)C(F)F)c1)C1CCCO1 (configuration not stated) | -2
O=C(O)CN1CCOC(CCc2ccccc2)C1 (configuration not stated) | -10
COc1ccc(NC(=O)c2cccc(Nc3ccnc(Nc4cccc(C)c4)n3)c2)cn1 | 0
CC(C)(C)SC(C(=O)N1CCOCC1)c1ccc(Br)cc1 (configuration not stated) | -12

A run of entries of the results above, as a working copy:
smiles | mcGAS RapidFire
COc1cccc(OC)c1C(=O)ON=C(N)c1ccncc1 | 3
CN(CCCn1cccn1)Cc1ccnc2ccccc12 | -13

Some values from the list:
mcGAS RapidFire result of CCCc1nc(N2CCC3(CC2)CN(C)C(=O)O3)c2cnn(C)c2n1 = -8
mcGAS RapidFire result of S=c1[nH]nc(-c2ccccc2Cl)n1N=Cc1ccc2c(c1)OCCO2 = -5
mcGAS RapidFire result of CCOC(=O)c1[nH]c(COC(=O)CN2C(=O)C3CCCCC3C2=O)c(C(=O)OCC)c1C (configuration not stated) = -7

(listing goes on)
smiles | mcGAS RapidFire
COc1cc(C2C(S(=O)(=O)NC3CCCCC3)CON2C)cc(OC)c1OC (configuration not stated) | -1
COc1ccc(CNC(=O)c2sc(C(C)C)nc2C)cn1 | -2
Cc1cc(N2CCNC(C(=O)O)C2)nc(-c2ccccc2)n1 (configuration not stated) | -15
O=C(Nc1cnc2n1CCCC2)C(=O)N1CCc2ccccc2C1 | -12
CCN(CC)CCNC(=O)c1cc(Br)c(N)cc1OC | -12
